Source: PubChem BioAssay
MEKK3 PB1 HTS: modulators of MEKK3-MEK5 PB1 binding, primary screen, biochemical, wildtype MEKK3, multiplex bead flow cytometry, Alexa488-MEK5; binding response (% of control), % at 10 µM; 1.4% of 290,000 active; Mitogen-activated protein kinase kinase kinase 3 (Homo sapiens), Q99759; bead-based flow cytometry, Alexa488-MEK5 binding to MEKK3; actives lie on both sides; 0 = blocked by unlabeled MEK5, 100 = vehicle;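 active = binding response more than 3 SD above or below the average of its plate-row segment, actives on both sides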;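 also: Alexa488 bead fluorescence after subtracting the streptavidin-only scavenger bead signal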
PHOSPHO1 inh: PubChem AID 1565 | recombinant PHOSPHO1, absorbance phosphatase assay | Phosphoethanolamine/phosphocholine phosphatase (Homo sapiens), Q8TCT1 | 1.1% of 290,000 active | inhibition, % at 13.3 µM; in the data active = inhibition above about 60%
NS3 helicase inh: inhibitors of HCV NS3 helicase, primary screen, biochemical, Cy5 molecular beacon fluorescence. 0.56% of 290,000 active. Hepatitis C virus NS3 helicase. inhibition, % at 10.9 µM. NS3 helicase DNA unwinding;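 active = inhibition above the mean of all tested compounds plus 3 SD, set per campaign, cut at about 35% in these data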;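 also: 0% = DMSO wells and 100% = thioflavine S control wells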
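test system = hepatitis C virus NS3 helicase domain fragment enzyme | reagent = annealed dual-labelled DNA beacon duplex, ATP-started | times = 1 h at 25 °C | detection = Cy5 fluorescence, 0 and 60 min reads | read-out basis = percent inhibition from t60/t0 fluorescence ratio | control set = DMSO and thioflavine S | replication = one well per compound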
VIM-2 inh: VIM-2 metallo-beta-lactamase inhibitors, primary screen, biochemical, epi-absorbance readout, Pseudomonas aeruginosa enzyme. purified VIM-2, nitrocefin hydrolysis, epi-absorbance fluorescence. inhibition, % at 5.6 µM. 0.89% of 290,000 active. AID 1527, 2009;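 active = inhibition above the mean of all tested compounds plus 3 SD, cutoff set per screening run, cut at about 7.5% in these data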;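 also: red hydrolysis product quenches plate fluorescence so inhibitors raise well fluorescence; 0% = enzyme with DMSO and 100% = DMSO without enzyme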
UBC9 SUMO inh: inhibitors of in vitro SUMOylation cascade, primary screen, biochemical, HTRF, uHTS | 0.36% of 290,000 active | inhibition, % at 35 µM | AID 2006, 2009 | SUMO-conjugating enzyme UBC9 (Homo sapiens), P63279 | HTRF SUMOylation assay, SAE1/SAE2 + UBC9; in the data active = inhibition above about 50%, passing the limit was not always enough; also: strong numbers were not always called active
IMP-1 inhibitor: IMP-1 metallo-beta-lactamase inhibitors, primary screen, biochemical, epi-absorbance readout, Pseudomonas aeruginosa enzyme | metallo-beta-lactamase IMP-1 (Pseudomonas aeruginosa) | inhibition, % at 5.6 µM | AID 1556, 2009 | purified IMP-1, nitrocefin hydrolysis, epi-absorbance fluorescence | 0.45% of 290,000 active;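 active = inhibition above the mean plus 3 SD of all compounds in the same screening run, cut at about 4.5% in these data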;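 also: 0% = IMP-1 with DMSO and 100% = DMSO wells lacking enzyme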
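assay system = purified recombinant IMP-1 metallo-beta-lactamase enzyme | schedule = 15 min preincubation plus 25 min reaction at 25 °C | signal = Epi-absorbance fluorescence, 480 nm excitation, 530 nm emission | read-out basis = percent inhibition from optical density relative to buffer-blank wells | controls = IMP-1 with DMSO as 0%, enzyme-free DMSO as 100%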
IDE cell activ: human IDE activators in live cells, primary screen, fluorescence polarization, HEK cells, FAbeta-B substrate; FAbeta-B cleavage; 0% vehicle, 100% cell-free pure enzyme wells; activation, % at 5.96 µM; 0.073% of 340,000 active; AID 493087, 2011;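 active = activation above the mean of all tested compounds plus 3 SD, set per screening campaign, cut at about 17% in these data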
Target sequence (P14735 whole entry, looked up): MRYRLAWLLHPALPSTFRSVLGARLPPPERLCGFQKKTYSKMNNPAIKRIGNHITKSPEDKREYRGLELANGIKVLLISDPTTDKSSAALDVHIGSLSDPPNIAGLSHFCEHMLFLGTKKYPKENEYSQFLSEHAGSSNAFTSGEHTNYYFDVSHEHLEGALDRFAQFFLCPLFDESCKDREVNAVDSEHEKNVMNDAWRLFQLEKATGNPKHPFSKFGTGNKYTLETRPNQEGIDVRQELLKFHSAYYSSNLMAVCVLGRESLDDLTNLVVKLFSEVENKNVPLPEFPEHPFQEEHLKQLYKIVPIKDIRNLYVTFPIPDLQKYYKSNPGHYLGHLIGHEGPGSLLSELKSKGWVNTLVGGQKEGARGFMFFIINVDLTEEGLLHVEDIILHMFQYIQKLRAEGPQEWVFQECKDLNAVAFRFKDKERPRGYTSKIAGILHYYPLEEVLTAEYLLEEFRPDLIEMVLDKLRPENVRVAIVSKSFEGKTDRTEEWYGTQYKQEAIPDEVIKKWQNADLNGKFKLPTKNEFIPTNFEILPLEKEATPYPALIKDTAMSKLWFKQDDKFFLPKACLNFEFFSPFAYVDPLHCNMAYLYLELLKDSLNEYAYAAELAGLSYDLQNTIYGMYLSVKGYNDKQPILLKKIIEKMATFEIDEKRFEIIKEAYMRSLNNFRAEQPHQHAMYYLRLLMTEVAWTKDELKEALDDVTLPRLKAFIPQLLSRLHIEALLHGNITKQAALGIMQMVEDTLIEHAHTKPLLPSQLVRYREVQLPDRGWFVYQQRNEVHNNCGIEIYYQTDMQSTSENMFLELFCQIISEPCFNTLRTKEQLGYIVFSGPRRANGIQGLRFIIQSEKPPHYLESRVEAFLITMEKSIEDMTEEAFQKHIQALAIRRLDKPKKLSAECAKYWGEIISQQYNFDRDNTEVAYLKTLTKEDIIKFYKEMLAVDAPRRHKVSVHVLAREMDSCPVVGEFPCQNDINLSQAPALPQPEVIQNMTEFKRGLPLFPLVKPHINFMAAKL
pCIP destab: p/CIP-EGFP fusion destabilizers, primary screen, fluorescence, F442A cells; Q05BA5; 16 h; decrease of EGFP signal, % at 10 µM; 0.01% of 290,000 active;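 active = EGFP signal decrease of at least 30% at 10 µM or well 3 SD below plate mean, unless failing retest; inactive = the rest, including hits failing retest or dose response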; also: some compounds called inactive have numbers as strong as hits; many of its hits are not listed in these tables
FID counter: compounds displacing fluorescent DNA intercalator, primary screen, artefact control for HCV NS3 helicase inhibitor project, biochemical, FID fluorescence | DNA fluorescent intercalator displacement | inhibition, % at 7.9 µM | 0.17% of 290,000 active | AID 1845, 2009; in the data active = inhibition above about 37%;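 also: 0% = vehicle and 100% = reference compound; higher means more ethidium bromide displaced from hairpin DNA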
Active calls of the source: *; x = not tested or not shown; [ ] = remark or other dose. Only part of the results is shown; the hit share may differ from the screen's.

SMILES	MEKK3 PB1 HTS	PHOSPHO1 inh	NS3 helicase inh	VIM-2 inh	UBC9 SUMO inh	IMP-1 inhibitor	IDE cell activ	pCIP destab	FID counter
O=C(Nc1ccc(S(=O)(=O)N2CCOCC2)cc1)c1ccc(S(=O)(=O)N2CCOCC2)cc1	99	42	-1	0.1	-4	-2.0	3	6	-16
CCc1c(C(=O)N2CCOCC2)csc1C	102	-23	-4	0.0	-3	-2.7	0	-12	-2
Cc1nn(-c2ccccc2Cl)c(Cl)c1/C=N/Nc1nc2ccccc2s1	98	2	-1	-2.7	12	-2.1	6	5	-3
CN1C(=O)c2ccccc2N(C)C1c1cccs1 (stereo unspecified)	98	3	1	-2.2	23	-0.4	7	8	-3
O=C(c1cc(COc2ccc3ncccc3c2)on1)N1CCC[C@H]1CO	96	36	4	-1.6	7	-5.4	-8	-56	-17
COc1nc(SCC(=O)Nc2ccccc2Cl)nc(N(C)C)n1	95	0	-5	-0.5	-12	-5.2	2	-9	-9
N[C@@H](Cc1ccccc1)c1nnc(SC/C=C/c2ccccc2)o1	99	27	-57	-3.8	-3	-4.6	9	10	-2
Cc1cc2c(cc1C)C(c1ccccc1F)CC(=O)N2 (stereo unspecified)	101	-13	10	0.9	-6	-0.5	6	2	-18
O=C(O)Cc1sc(-c2ccc(C(=O)O)cc2)nc1-c1ccccc1	99	26	2	-2.8	13	-2.5	7	-16	-6
Fc1ccc(C(Nc2ccccn2)c2c[nH]c3ccccc23)cc1 (stereo unspecified)	101	0	-2	-0.7	6	-3.2	-1	-4	-2
CCCCOc1ccc(/C(O)=C2/C(=O)C(=O)N(CCCOC)C2c2ccncc2)cc1 (stereo unspecified)	101	21	-4	-2.4	4	-4.2	3	22	-17
CCSc1nc(O)cc(=O)n1CC	99	-16	10	-2.6	7	-3.4	2	-3	-9
CCOC(=O)c1ccc(N2C(=O)c3n[nH]c(C)c3C2c2ccc(OC)cc2)cc1 (stereo unspecified)	84	8	-9	-1.5	-4	-2.1	3	-10	-27
Cc1nnc2sc(SCc3ccccc3Cl)nn2c1=O	86	9	6	-1.5	1	-1.8	2	10	-22
CCOC(=O)N1CCN(Cc2cn[nH]c2-c2cc3ccccc3o2)CC1	100	45	-13	-6.1	12	-3.4	-2	-4	-14
COc1ccc(N2CCN(C(=O)NCc3ccc(OC)c(OC)c3)CC2)cc1	102	-2	-4	1.7	1	-3.7	1	-11	-16
COc1cc(C(C(=O)NC(C)(C)C)N(Cc2ccc3c(c2)OCO3)C(=O)c2cnccn2)cc(OC)c1OC (stereo unspecified)	40*[inhibitor]	16	-8	0.9	1	-1.9	-6	-14	-16
COc1ccc(-c2cc(-c3cc(OC)ccc3O)[nH]n2)cc1	108	15	-7	-6.1	-22	-6.8	-3	4	-8
O=C(c1ccco1)c1cn[nH]c1-c1ccc(Cl)cc1O	84	7	-4	-3.6	26	-1.2	4	14	0
Cc1cccc(C(=O)NC(=S)N(C)C2CCCCC2)c1	101	9	2	-1.5	7	-2.4	0	-25	-30
CC1C(=O)N(Cc2ccc([N+](=O)[O-])cc2)c2ccccc2N1C(=O)c1c(F)cccc1F (stereo unspecified)	105	42	-26	-3.6	6	-1.1	3	-21	-23
COc1ccccc1CNC(=O)/C(C#N)=C/c1ccc(OC)c(OC)c1OC	98	2	3	-1.1	3	-2.2	3	4	-28
Cc1ccccc1N1C(=O)C2C3C=CC(C2C1=O)N(C)C3=O (stereo unspecified)	89	1	-2	-1.7	26	-2.7	2	-21	-3
Cc1ccc(Cn2cnc3sc4c(c3c2=O)CCC4)c(C)c1	106	-4	-10	-1.0	6	0.4	-4	-2	-1
CCCCCCCC(=O)OCC(=O)[C@@]1(O)CC[C@H]2[C@@H]3CCC4=CC(=O)CC[C@]4(C)[C@H]3[C@@H](O)C[C@@]21C	92	1	2	-1.5	-42	0.2	-2	-1	-39
SMILES	MEKK3 PB1 HTS	PHOSPHO1 inh	NS3 helicase inh	VIM-2 inh	UBC9 SUMO inh	IMP-1 inhibitor	IDE cell activ	pCIP destab	FID counter
C[C@H]1C(=O)N(C)CCN1C(=O)c1ccccc1OC1CCN(S(C)(=O)=O)CC1	102	14	-10	-0.4	7	-1.4	-3	-24	-1
Cc1cc(C(=O)OCC(=O)N2C(C)CCCC2C)c(C)o1 (stereo unspecified)	108	x	12	-1.2	x	0.8	4	x	-12
CCOc1ccccc1CNC(=O)CCCc1cn(C)c2ccccc12	107	-14	25	-2.5	-3	-1.1	6	-4	-36
COC(=O)c1cc(=O)c2c([N+](=O)[O-])ccc(OC)c2o1	94	-10	11	1.9	-4	-0.4	-2	-10	9
NC(=O)CSc1nnc(-c2ccncc2)o1	103	46	6	-3.1	14	-1.5	1	-6	-4
COc1ccc(Cc2c(O)nc[nH]c2=O)cc1	101	-1	7	-3.7	26	-2.6	3	-4	-3
Cc1ccc(C(=O)NC2CCCc3c2cnn3-c2ccc(F)cc2F)cn1 (stereo unspecified)	104	38	-5	-2.2	13	-3.8	-1	2	-25
COCCN(Cc1ccccc1)C(=O)c1c(C)nn(-c2ccccc2)c1C	98	-8	11	-2.9	18	-3.1	1	-4	-32
CCN(c1ccc(OC)cc1)S(=O)(=O)c1ccc2c(c1)NC(=O)CS2	102	19	-19	-2.4	13	-2.2	1	-7	-23
CCOC(=O)N1CCN(C(=O)c2ccc(N(Cc3ccccc3Cl)S(C)(=O)=O)cc2)CC1	103	3	2	-2.2	-3	-1.7	-2	10	-38
O=c1cc(-c2ccc(O)c(-c3c(O)cc(O)c4c(=O)cc(-c5ccc(O)cc5)oc34)c2)oc2cc(O)cc(O)c12	105	4	5	-3.0	41	-1.8	1	-3	2
FC(F)(F)c1ccc(CN2C[C@@H]3C(c4ccccc4)C4(c5cccnc5)CC3(C4)[C@H]2c2ccccc2)cc1 (stereo partly specified)	109	26	x	x	-2	x	1	-2	x
CCCCCCC(=O)N1CCCC(c2nc(-c3cccc(OC)c3)no2)C1 (stereo unspecified)	88	-5	1	-1.2	18	-1.3	3	-9	-24
NS(=O)(=O)c1cccc(NC(=O)COC(=O)CCCc2c[nH]c3ccccc23)c1	105	-27	-5	1.0	-6	-1.9	6	-10	-5
Cc1ccc(NC(=O)C2CCCN(C(=O)c3ccc(Cl)cc3)C2)cc1C (stereo unspecified)	106	-24	-3	-3.0	6	-3.7	4	7	-25
N=C1SCC(=O)N1c1ncc(Cc2ccccc2Cl)s1	106	-24	14	-3.3	-1	-4.7	6	-7	-15
CC(NC(=O)CCl)c1ccc(Cl)c(Cl)c1 (stereo unspecified)	101	42	-3	-0.2	2	-5.3	4	-9	2
O=C(Cc1ccc(Cl)c(Cl)c1)Nc1ccc(S(=O)(=O)Nc2ncccn2)cc1	93	8	-1	-3.9	19	-3.4	2	5	-19
O=C(CSc1nc2ccccc2c(=O)[nH]1)N1CCCCC1	116	-9	-8	0.5	17	-2.3	6	-5	-3
COc1ccc(N2C(=O)CCC2=O)cc1	94	20	12	-3.5	0	-2.1	-2	1	2
CC(C)(C)CC(=O)NC(=S)NCc1ccccc1	105	-26	7	-2.5	-14	-3.2	-2	0	-9
O=C(NCCc1csc(-c2ccccc2)n1)c1c(F)cccc1F	107	-14	11	-1.6	-5	-3.9	-2	-11	-24
CCOc1ccc(NC(=S)NC(=O)/C=C/c2ccco2)cc1	105	14	-7	-3.7	14	-1.6	4	-9	-8
O=C(O)CCc1nn2c3ccccc3n(CC(=O)O)c2nc1=O	98	-4	0	-6.2	29	-2.7	3	10	2
CN(Cc1nc(-c2cccc(Cl)c2)no1)C1CCOCC1	107	44	2	-2.4	2	-2.9	8	9	-10

One compound at a time, as listed above. Order of values: MEKK3 PB1 HTS | PHOSPHO1 inh | NS3 helicase inh | VIM-2 inh | UBC9 SUMO inh | IMP-1 inhibitor | IDE cell activ | pCIP destab | FID counter
COC(=O)c1cc(=O)c2c([N+](=O)[O-])ccc(OC)c2o1 reads 94 | -10 | 11 | 1.9 | -4 | -0.4 | -2 | -10 | 9
O=C(NCCc1csc(-c2ccccc2)n1)c1c(F)cccc1F reads 107 | -14 | 11 | -1.6 | -5 | -3.9 | -2 | -11 | -24
Cc1ccc(C(=O)NC2CCCc3c2cnn3-c2ccc(F)cc2F)cn1 (stereo unspecified) reads 104 | 38 | -5 | -2.2 | 13 | -3.8 | -1 | 2 | -25

Next entries follow:
SMILES	MEKK3 PB1 HTS	PHOSPHO1 inh	NS3 helicase inh	VIM-2 inh	UBC9 SUMO inh	IMP-1 inhibitor	IDE cell activ	pCIP destab	FID counter
O=C(O)CC(Cc1ccc(Cl)cc1)C(=O)NCC12CC3CC(CC(C3)C1)C2 (stereo unspecified)	104	23	25	-2.5	19	-2.5	-2	-21	-28
N#Cc1ccc(OCc2nnc(-c3ccc([N+](=O)[O-])cc3)o2)cc1	99	5	-9	-2.8	-5	-2.4	2	5	3
CCOC(=O)c1c(NC(=O)c2ccccc2Cl)sc2c1CCc1ccccc1-2	99	18	-6	0.6	1	-0.4	1	5	-2
CCOC(=O)N1CCN(CC(O)COc2ccccc2C(C)(C)C)CC1 (stereo unspecified)	99	6	-24	-0.7	1	-0.5	-1	-5	-17
Cn1c(=S)[nH]c2[nH]c(=O)cnc2c1=O	114	7	8	-3.4	-2	-5.2	4	5	-2
O=C(COc1ccc(Br)cc1)N(CCO)CCO	93	13	-9	-2.2	19	-2.9	0	8	4
Cc1ccc(S(=O)(=O)N2CCOCC2)cc1C(=O)N1C(=O)c2cccc(N)c2C1=O	112	21	-1	-1.2	32	3.2	-2	-6	0
CC(C)(C)c1ccc(-c2nnc3sc(-c4ccccn4)nn23)cc1	102	33	4	1.6	-4	-2.5	3	-9	2
COC(=O)c1ccc(Cn2cc(Cl)cn2)o1	92	-10	4	-1.3	8	-3.2	0	-20	-3
Cc1ccc(OCc2nc3ccccc3n2C)cc1	100	25	-6	-2.0	4	-2.7	5	-7	-14
COc1ccc(C(=O)COC(=O)c2ccc3ccccc3n2)cc1	107	-19	9	-4.7	-1	-1.7	-1	-17	-14
CCN(CCCNC(=O)C1CCC(=O)N1Cc1ccccc1Cl)c1cccc(C)c1 (stereo unspecified)	106	13	6	-3.9	11	-2.8	2	-9	-22
Cc1c(Nc2nc3ccccc3nc2NS(=O)(=O)c2cccc(Cl)c2)c(=O)n(-c2ccccc2)n1C	94	-13	13	-1.6	10	-1.8	3	-2	-36
O=C1C(=O)N(CCN2CCCCC2)c2ccccc21	89	0	-4	-0.3	5	-0.3	1	6	-3
Cc1ccc(S(=O)(=O)c2nc(-c3ccccc3)oc2NCCCN2CCOCC2)cc1	111	19	-5	-3.1	23	-2.9	5	-17	5
COC(=O)c1ccc(CSc2nc3c(cnn3-c3ccc(Cl)cc3)c(=O)[nH]2)o1	106	31	10	-2.6	12	-4.5	-3	6	1
